# CHT inh – human CHT choline transport inhibition. CHT-expressing cells, membrane potential dye, choline response; stronger effect = lower value. Q9GZV3. B-score at 10 µM. 310,000 compounds, 0.86% hits;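 active means B-score over 3 SD under the library average, and starting fluorescence ratio not unusually high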;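 further: choline stimulus applied at its EC90 after an EC20 pre-addition; B-score computed on integrated fluorescence ratio after choline addition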
# Target sequence (Q9GZV3 whole entry, looked up): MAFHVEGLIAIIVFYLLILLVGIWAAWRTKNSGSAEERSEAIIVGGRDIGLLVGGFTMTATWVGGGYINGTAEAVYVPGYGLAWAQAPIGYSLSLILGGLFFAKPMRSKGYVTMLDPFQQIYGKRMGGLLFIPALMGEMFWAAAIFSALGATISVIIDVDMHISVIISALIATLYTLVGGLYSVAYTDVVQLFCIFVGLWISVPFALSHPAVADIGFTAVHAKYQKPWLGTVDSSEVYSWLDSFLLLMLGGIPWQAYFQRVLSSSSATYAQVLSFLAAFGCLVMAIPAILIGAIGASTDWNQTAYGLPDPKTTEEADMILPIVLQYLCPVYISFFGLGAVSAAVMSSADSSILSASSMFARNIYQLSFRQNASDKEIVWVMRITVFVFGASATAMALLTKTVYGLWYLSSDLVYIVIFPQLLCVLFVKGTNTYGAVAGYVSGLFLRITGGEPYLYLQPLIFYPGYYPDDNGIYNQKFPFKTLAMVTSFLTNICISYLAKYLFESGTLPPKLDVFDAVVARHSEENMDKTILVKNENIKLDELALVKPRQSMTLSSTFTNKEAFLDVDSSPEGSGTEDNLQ
# Kir21 inh – Kir2.1 (mouse) channel inhibition; HEK293-Kir2.1, FluxOR thallium flux fluorescence; stronger effect = lower value; B-score at 10 µM; 310,000 compounds, 0.85% hits; AID 1672;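 active means fluorescence ratio B-score at or below minus 3 SD of library scores, with starting-brightness B-score within 2 SD, cut at about -4.2 in these data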;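 further: channel flux triggered by added potassium and thallium sulfate stimulus; B-score of peak minus minimum fluorescence over baseline after thallium stimulus; more negative B-score means stronger Kir2.1 block with less thallium influx; some compounds called inactive have numbers as strong as hits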
# Target sequence (P35561 whole entry, looked up): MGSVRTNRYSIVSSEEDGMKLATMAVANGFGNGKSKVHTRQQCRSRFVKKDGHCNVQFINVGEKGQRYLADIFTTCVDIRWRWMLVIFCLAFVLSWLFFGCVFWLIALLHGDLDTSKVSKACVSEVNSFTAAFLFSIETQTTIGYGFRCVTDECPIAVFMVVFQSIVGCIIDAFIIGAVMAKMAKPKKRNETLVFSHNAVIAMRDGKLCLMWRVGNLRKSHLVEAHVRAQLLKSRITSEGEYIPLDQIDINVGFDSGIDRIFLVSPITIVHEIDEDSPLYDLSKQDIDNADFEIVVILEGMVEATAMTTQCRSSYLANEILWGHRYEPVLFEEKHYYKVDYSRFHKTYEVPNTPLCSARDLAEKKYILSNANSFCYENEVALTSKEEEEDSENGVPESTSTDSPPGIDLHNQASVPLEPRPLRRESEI
# KCNQ2 block – KCNQ2 channel blockers in CHO-K1 cells – cell-based, FluxOR thallium flux, B-score, primary screen (AID 2156). B-score at 10 µM. 310,000 compounds, 1.1% hits. 20 min; stronger effect = lower value;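 active means fluorescence ratio B-score at most minus 3 library SDs, with starting brightness B-score within 2 library SDs, cut at about -5.5 in these data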
# Starred values were filed as active, the others as inactive; i = inactive; x = no result given. Rows are unselected; 2.6% or so of the library scored in one or more.
cpd	mol	CHT inh	Kir21 inh	KCNQ2 block
1	CCc1cc(=O)oc2cc(C)c3c(C)coc3c12	i	-0.78	i
2	COc1ccc(CNC(=O)C/C(C)=N/NC(=O)Cc2ccc(OC)cc2)cc1	i	-0.98	i
3	CC(=O)Nc1ccc(OC(=O)c2ccco2)cc1	i	-0.61	i
4	Cn1c(CNC(=O)CCNC(=O)c2cccc(F)c2)cc(=O)n(C)c1=O	i	-0.47	i
5	O=C(O)c1ccc(NCCC2=CCCCC2)c([N+](=O)[O-])c1	i	-0.38	i
6	O=C1CCc2cc(S(=O)(=O)Nc3ccccc3)cc3c2N1CCC3	i	0.54	i
7	COc1ccccc1NC(=O)C1CCCN1S(=O)(=O)c1cccc2nsnc12 (configuration not stated)	i	-0.04	i
8	CC1=NN(c2ccc(C)cc2)C(=O)/C1=C/c1ccc(-c2cc([N+](=O)[O-])ccc2O)o1	x	0.33	i
9	Cn1cnc(S(=O)(=O)Nc2ccc(OC(F)(F)F)cc2)c1	i	0.01	i
10	CC(C)Oc1ccc(C(CCNCc2ccc(O)cc2)c2ccccc2)cc1 (configuration not stated)	i	-2.46	i
11	CCOc1cc(N2CCOCC2)c(OCC)cc1NC(=O)c1nc2nc(C)cc(C)n2n1	i	-2.58	i
12	COc1cc([N+](=O)[O-])ccc1N	i	-1.17	i
13	Cc1cccc(-n2ccc(=O)c(C(=O)Nc3ccc(S(=O)(=O)Nc4onc(C)c4C)cc3)n2)c1	i	0	i
14	CCc1ccc(-c2cc(C)no2)cc1S(=O)(=O)N1CCN(c2ccccc2)CC1	i	0.88	i
15	O=C(Nc1ccccc1N1CCCCC1)c1cccc(F)c1	i	0.82	i

# A second format for part of the listing above:
7) COc1ccccc1NC(=O)C1CCCN1S(=O)(=O)c1cccc2nsnc12 (configuration not stated)
  CHT inh: i
  Kir21 inh: -0.04
  KCNQ2 block: i

8) CC1=NN(c2ccc(C)cc2)C(=O)/C1=C/c1ccc(-c2cc([N+](=O)[O-])ccc2O)o1
  CHT inh: x
  Kir21 inh: 0.33
  KCNQ2 block: i

9) Cn1cnc(S(=O)(=O)Nc2ccc(OC(F)(F)F)cc2)c1
  CHT inh: i
  Kir21 inh: 0.01
  KCNQ2 block: i

10) CC(C)Oc1ccc(C(CCNCc2ccc(O)cc2)c2ccccc2)cc1 (configuration not stated)
  CHT inh: i
  Kir21 inh: -2.46
  KCNQ2 block: i

# Next structures
cpd	mol	CHT inh	Kir21 inh	KCNQ2 block
16	COc1ccc(S(=O)(=O)N2CCC(C(N)=O)CC2)cc1C(=O)N1CCCCCC1	i	-0.42	i
17	O=C(NNC(=O)c1cccs1)c1ccc2ccccc2c1	i	0.42	i
18	CCNC(=S)Nc1c(C)n(C)n(-c2ccccc2)c1=O	i	-0.42	i
19	CCOc1ccc(-c2c(C(=O)N/N=C/c3ccc(C)cc3)nnn2-c2nonc2N)cc1	i	-0.72	i
20	CC(C)CNC(=O)NC(=O)COC(=O)c1cc([N+](=O)[O-])ccc1NCc1ccccc1Cl	i	0.21	i
21	C[C@@H]1CN(C2CCN(Cc3nc(C(c4ccccc4)c4ccccc4)no3)CC2)C[C@H](C)O1	i	0.69	i
22	Cc1cccc(-n2ncc3c2CCCC3NC(=O)CN2CCOC2=O)c1C (configuration not stated)	i	0	i
23	CC1CC(C)CN(CCCNC(=O)c2ccc(N3CCCC3=O)cc2)C1 (configuration not stated)	i	-0.68	i
24	COc1ccc(C(=O)N2CCCC2)cc1S(=O)(=O)N1CCOCC1	i	-0.47	i
25	Cc1ccc(CNC(=O)COC(=O)Cn2nc(C)c([N+](=O)[O-])c2C)cc1	i	-0.7	i
26	CC(=O)OCC(=O)N1N=C(c2ccc3ccccc3c2)CC1c1ccccc1 (configuration not stated)	i	-1.48	i
27	CCn1c(SCC(=O)N/N=C/c2cc(OC)c(O)c(OC)c2)nc2ccccc21	i	-0.75	i
28	CC(=O)NCCc1nc2cc(NC(=O)c3cccc([N+](=O)[O-])c3)ccc2n1C	i	-1.05	i
29	O=C(COc1ccccc1CNCc1ccccc1)Nc1ccccc1	i	-10.3*	i
30	O=C(NCCc1cccc(F)c1)C1CCC(=O)N(C2CCCCCC2)C1 (configuration not stated)	x	1.42	i
31	CCOC(=O)Cc1csc(NC(=O)c2cccc([N+](=O)[O-])c2)n1	i	2.27	i
32	CCNC(=O)CC1C(=O)N(c2ccc(C)cc2)C(=O)N1CCC(C)C (configuration not stated)	i	-1.61	i
33	COc1ccc(C(=O)/C(=C\c2ccco2)N2C=CC=CC2=C(C#N)C#N)cc1	i	-9.88*	i
34	COc1cc(/C=N/NC(=O)c2cccc(S(=O)(=O)N3CCCC3)c2)ccc1O	i	0.23	i
35	O=C(Nc1ccc2c(c1)OCCO2)C1CCN(S(=O)(=O)c2ccccc2)CC1	i	-0.59	i
36	Cc1ccc(/C=N/NC(=O)CNC(=O)c2cccs2)cc1	i	-0.01	i
37	N#Cc1ccccc1Cn1cc(/C=C/[N+](=O)[O-])c2ccccc21	i	-1.1	i
38	O=C(O)C1CC=CCC1C(=O)N1CC=C(c2ccccc2)CC1 (configuration not stated)	i	0.05	i
39	CCOC(=O)c1c(NC(=O)COC(=O)c2c(C)noc2C)sc2c1CCC2	i	-2.11	i
40	O=C(COc1ccc([N+](=O)[O-])cc1)Nc1cccc(C(=O)Nc2ccccc2C(=O)O)c1	i	0.85	i
41	Cc1cc(C)nc(SCC(=O)OCN2C(=O)c3ccccc3C2=O)n1	i	-0.46	i
42	O=C(Cc1cc(=O)[nH]c(=O)[nH]1)NCC1CCCO1 (configuration not stated)	i	-2.42	i
43	O=S(=O)(c1ccc2nc(SCc3cccc(Cl)c3)[nH]c2c1)N1CCOCC1	i	0.05	i
44	CSc1ncc(S(=O)(=O)c2ccccc2)c(=O)[nH]1	i	0.38	i
45	CC(C)n1c(O)c(N=Nc2ccc(Cl)c(C(=O)O)c2)c2ccccc21	i	0.31	i
46	COCCN(C(=O)COC(=O)c1cc2c(s1)CCC2)c1c(N)n(Cc2ccccc2)c(=O)[nH]c1=O	i	0.69	i
47	Cc1oc(-c2ccc3ccccc3c2)nc1CN(C)C(C)c1ccncn1 (configuration not stated)	i	0.51	i
48	CSc1nc2c(c(-c3ccc(O)cc3)c1C#N)CCC2	i	-1.6	i
49	O=C1OCCN1C(=O)[C@H]1[C@H](c2ccc(Cl)cc2)C(c2cccc(Cl)c2)=NN1c1ccccc1	i	-0.01	i
50	COc1cc(C(=O)OCC(=O)N(C)Cc2ccccc2)cc(OC)c1OC	i	-0.03	i
51	O=C(NCCc1ccccc1)c1cnc(Cl)c(Cl)c1	i	-1.68	i
52	Cc1ccccc1NC(=S)NC(C)C(c1cccs1)N1CCOCC1 (configuration not stated)	i	0.72	i
53	O=C(NCCCn1ccnc1)c1noc2c1CCc1ccccc1-2	i	0.03	i
54	CCOC1=NN(c2ncc(C(F)(F)F)cc2Cl)C(=O)C1	i	1.69	i
55	Cc1ccc(C(=O)COC(=O)C2CCC2)cc1	i	-1.41	i
56	N#Cc1ccc(C(=O)N(Cc2ccccc2)c2ccccc2)cc1	i	-2.61	i
57	CCOCCCNC(=O)N[C@H](C(=O)OC)C(C)CC (some centres not stated)	i	0	i
58	COc1ccc(C(=O)NCC(=O)OCc2ccccc2F)cc1	i	-0.6	i
59	COC(=O)c1ccccc1NC(=O)c1cc[n+]([O-])cc1	i	-3.2	i
60	CC(C)C(=O)N1CCN(c2c(Cl)cccc2[N+](=O)[O-])CC1	i	-1.49	i
61	CCn1c(SCC(=O)c2ccc(OC)cc2)nnc1C(C)NC(=O)c1ccc(OC)cc1 (configuration not stated)	i	0.94	i
62	CCn1nnnc1Oc1ccc(Cl)cc1	i	1.05	i
63	CN(Cc1ccccc1)C(=O)Cc1ccccc1	i	1.5	i
64	COc1ccc(CNC(=O)C(=O)NCC2OCCN2S(=O)(=O)c2ccc3c(c2)OCCO3)cc1 (configuration not stated)	i	-0.34	i
65	O=S(=O)(c1ccccc1)c1cccc(S(=O)(=O)N2CCCCC2)c1	i	-0.29	i
66	CC(=O)NN1CCc2cc3ccc(C)cc3nc21	i	0.64	i
67	O=C(COC(=O)Cc1ccccc1[N+](=O)[O-])NCc1ccc(Cl)cc1	i	-1.02	i
68	COc1ccc(NC(=O)C2C(c3ccccc3)C2(Cl)Cl)c(OC)c1 (configuration not stated)	i	0.16	i
69	S=C(Nc1ccccc1)Nc1ccc(Br)cc1	i	-0.38	i
70	CCOC(=O)NNC1CC(=O)N(c2ccc(OC)cc2)C1=O (configuration not stated)	i	-0.15	i
71	O=C(Nc1nccs1)c1ccc(Br)c(S(=O)(=O)N2CCCC2)c1	i	-0.31	i
72	CN1CCC(N(CCc2ccccc2)C(=O)CCC(=O)O)CC1	i	1.72	i
73	COc1ccc(-c2cc(N3C(=O)Nc4ccccc4N3O)n[nH]2)cc1OC	i	-0.85	i
74	O=C(Nc1ccccc1)c1cccnc1NCCc1ccccc1	i	0.22	i
75	CC(C)OCCCNC(=O)CCN1C(=O)COc2ccccc21	i	-1.58	i

# New compounds follow:
# Values in the order: CHT inh, Kir21 inh, KCNQ2 block
[76] Cc1ccc(NC(=O)CSc2nnc(-c3cccnc3)n2CCN2CCCCC2)cc1
  i, 0.05, i
[77] CCOC(=O)c1sc2ncnc(N3CCN(C(=O)OCC)CC3)c2c1C
  i, -1.31, i
[78] COc1ccc2c(c1)c1nc3ccccc3nc1n2Cc1ccc(OC(C)C)c(OC)c1
  i, -0.83, i
[79] COc1ccc(OC)c(NC(=O)CNC(c2ccccc2)c2ccccc2)c1
  i, -0.01, i
[80] CCOC(=O)c1sc(NC(=O)c2ccc(S(=O)(=O)N(C)C)cc2)nc1C
  i, 0.01, i
[81] Cc1nn(Cc2ccccc2Cl)c(C)c1NC(=O)NC12CC3CC(CC(C3)C1)C2
  i, 0.68, i
[82] Cc1cc(C(=O)Nc2ccc(Cl)cc2)c(C)n1Cc1cccs1
  i, 0.21, i
[83] CCC1CCC2(CC1)NC(=O)N(CC(=O)c1c(C)[nH]c3ccccc13)C2=O (configuration not stated)
  i, 0.58, i
[84] CC(=O)c1ccc(NC(=O)c2ccc3c(=O)n4c(nc3c2)CCCCC4)cc1
  i, 0.59, i
[85] COC(CN1CCc2c(C)nc3c(C#N)cnn3c21)OC
  i, 0.55, i
[86] CCOC(=O)CSc1nnc(CNC(=O)c2cccs2)n1Cc1ccccc1
  i, 0.03, i
[87] COc1cc(/C=C2\SC(=O)N(CCNC(=O)c3sc4cc(F)ccc4c3Cl)C2=O)cc(OC)c1OC
  i, -0.95, i
[88] O=C1CC(N2CCc3ccccc32)C(=O)N1c1ccccc1 (configuration not stated)
  i, -2.89, i
[89] COc1cc2c(C#N)c(N3CCN(c4ccccc4OC)CC3)nc(N)c2c(N)n1
  i, -0.36, i
[90] CCOC(=O)C(C(=O)NCc1ccc(C)cc1)c1ncc(C(F)(F)F)cc1Cl (configuration not stated)
  i, -0.86, i
[91] CCCCOc1ccc(NC(=O)CSc2cccc3cccnc23)cc1
  i, -0.95, i
[92] Cc1ccc(NC(=O)CN2C(=O)S/C(=C\c3cc(C)n(-c4cccc(C(=O)O)c4)c3C)C2=O)cc1
  i, 1.04, i
[93] Oc1ccc(NCc2ccc(OCc3ccccc3)cc2)cc1
  i, 1.11, i
[94] CN1CCN(c2nc(Nc3cccc(C(F)(F)F)c3)nc(N3CCOCC3)n2)CC1
  i, -0.1, i
[95] Cc1c(OC(C)C(=O)NCc2ccncc2)ccc2c3c(c(=O)oc12)CCCC3 (configuration not stated)
  -4.99*, -2.16, i
[96] CCN(CCNC(=O)C1=C(C)C(=O)OC12CCC(C)CC2)c1ccccc1 (configuration not stated)
  i, 0.75, i
[97] Fc1ccc(COc2ccccc2CNCc2ccncc2)cc1
  i, -2.02, i
[98] COc1ccc([N+](=O)[O-])cc1NC(=O)C(C)OC(=O)c1ccccn1 (configuration not stated)
  i, -0.66, i
[99] COc1ccc2c(c1)-c1c(ssc1=S)C(C)(C)N2S(=O)(=O)c1ccc(C)cc1
  i, 0.69, i
[100] O=C(COC(=O)C1=COCCO1)NCc1ccc(F)cc1
  i, 1.07, i
[101] Cc1cc(S(=O)(=O)ON2C(=O)c3ccccc3C2=O)ccc1F
  i, 1.32, i
[102] CCCCc1nc2cc(C(=O)N3CCCC(COC)C3)ccc2o1 (configuration not stated)
  i, 1.26, i
[103] COc1ccccc1N(C(=O)CNC(=O)c1ccco1)C(C(=O)NC1CCCC1)c1ccncc1 (configuration not stated)
  i, 0.16, i
[104] Cc1cc(C)c(NC(=O)CS(=O)CC(=O)N2CCN(c3ccc(F)cc3)CC2)c(C)c1 (configuration not stated)
  i, 0.03, i
[105] Cc1ccc(-c2nc3c(=O)n(C)c4ccccc4c3o2)cc1
  i, -2.64, i
[106] COc1ccccc1NC(=O)Nc1ncccc1C
  i, -0.05, i
[107] O=C(/C(=C(/[O-])c1ccccc1)[n+]1ccccc1)c1ccc([N+](=O)[O-])cc1
  i, 1.1, i
[108] Cc1ccc(Nc2nc(NCCCN3CCOCC3)nc(N)c2[N+](=O)[O-])cc1C
  i, 0.43, i
[109] CC(CCc1ccccc1)NC(=O)CNc1cccc([N+](=O)[O-])c1 (configuration not stated)
  i, -4.67*, i
[110] CCNS(=O)(=O)c1cc(Br)ccc1OC
  i, 1.91, i
[111] O=C(NC1CCS(=O)(=O)C1)N1CCCCC1 (configuration not stated)
  i, -1.76, i
[112] O=S(=O)(Cc1ccccc1)c1ccccc1-c1nnc(-c2ccccc2)o1
  i, -0.7, i
[113] COc1cc(/C=N/NC(=O)c2c(-c3ccccc3)noc2C)cc(OC)c1OC
  i, 0.21, i
